# From PubChem BioAssay
# NPSR antagonist – neuropeptide S receptor (human) antagonism, cAMP; CHO-NPSR cells, cAMP TR-FRET, antagonist mode; Potency, µM (highest dose often 38.3 µM), for inactives: top-dose activity change, negative = inhibition, usual class: inhibitors; actives 1% (n = 220,000); further: potency means the concentration at half of the fitted maximal effect; on the % scale 0 is the no-effect control and ±100 the full control effect; nearly all actives have a fitted effect of over 50% in size; many of its hits are not listed in these tables
# Target sequence (Q6W5P4 whole entry, looked up): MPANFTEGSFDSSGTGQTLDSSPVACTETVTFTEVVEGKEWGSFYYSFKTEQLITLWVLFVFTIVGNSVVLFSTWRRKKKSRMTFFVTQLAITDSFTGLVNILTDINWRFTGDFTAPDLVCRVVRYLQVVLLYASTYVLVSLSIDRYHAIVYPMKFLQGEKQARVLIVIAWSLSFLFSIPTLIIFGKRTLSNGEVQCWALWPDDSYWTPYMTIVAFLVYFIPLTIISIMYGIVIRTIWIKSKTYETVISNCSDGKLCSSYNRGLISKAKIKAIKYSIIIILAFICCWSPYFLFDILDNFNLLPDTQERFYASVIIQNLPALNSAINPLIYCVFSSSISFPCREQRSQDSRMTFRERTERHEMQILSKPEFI
# L3MBTL1 inh – inhibitors of human L3MBTL1. Q9Y468. Potency, µM (titrated, usually from 57.1 µM), for inactives: top-dose activity, negative = inhibition, most hits filed as inhibitors. AlphaScreen L3MBTL1–H3K9me1 peptide binding. actives 0.66% (n = 230,000); further: potency means the concentration at half of the fitted maximal effect; on the % scale 0 is the no-effect control and ±100 the full control effect; nearly all actives have a fitted effect of over 60% in size
#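 AlphaScreen proximity signal between nickel-chelate acceptor and streptavidin donor beads (final 10 ug/mL) reports binding of 50 nM L3MBTL1 to 75 nM biotin-H3 K9me1 peptide; complex incubated with compounds 30 min at room temperature; cefsulodin titration as control.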
# HttQ103 aggreg – inhibitors of mutant huntingtin aggregate formation in PC12 cells. PC12 HttQ103-GFP aggregates, Acumen cytometry, 40 h. Potency, µM (highest dose often 46.1 µM), for inactives: at the top dose activity change, negative = inhibition, most hits filed as inhibitors. actives 1.1% (n = 220,000); further: potency means the concentration at half of the fitted maximal effect; on the % scale 0 is the no-effect control and ±100 the full control effect; nearly all actives have a fitted effect of over 60% in size
#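 Multiplexed with ATP-based cell death, this channel scores GFP aggregates in PC12 cells expressing inducible HTTex1-Q103-GFP. Induction used 100 nM tebufenozide; compounds were tested in concentration series.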
# KinaseGlo FLuc – Kinase-Glo luciferase inhibition (counter-screen). AID 1379. Kinase-Glo luciferase, ATP luminescence, 8 min. Potency, µM (top dose mostly 38.3 µM), for inactives: at the top dose activity change, negative = inhibition, hits mostly inhibitors. actives 0.28% (n = 200,000); further: potency means the concentration at half of the fitted maximal effect; on the % scale 0 is the no-effect control and ±100 the full control effect; nearly all actives have a fitted effect of over 60% in size
#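 Light output from Kinase-Glo luciferase with luciferin and 10 uM ATP in 50 mM imidazole pH 7.2, KCl, MgCl2, Tween 20, BSA; compound pin-delivered, 8-min ambient incubation, then luminescence read.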
# Epigenetic reg – epigenetic control regulation, reporter derepression; murine LDR cells, GFP reporter derepression, 30 h; actives 0.2% (n = 280,000); Potency, µM (doses to about 53.9 µM), without a hit: at the top dose GFP activation, hits mostly activators; further: potency means the concentration at half of the fitted maximal effect; % of control where 0% means no effect; nearly all actives have a fitted effect of over 60% in size
#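 Reporter derepression read as number of fluorescent GFP-positive objects, 20-120 um in size, counted by laser-scanning cytometer. Mouse LDR line with an epigenetically silenced CMV-GFP locus; compound incubation 30 h, 37 C.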
# IMPase Li cell – IMPase inhibition in cells with lithium potentiation; CHO-M1 cells, IP1 TR-FRET (IP-One), carbachol + lithium; Potency, µM (doses to about 59.4 µM), inactives show top-dose activity, negative = IMPase inhibition, usual class: inhibitors; actives 0.35% (n = 210,000); AID 1457;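 further: IP1 builds up when IMPase is blocked and the TR-FRET signal falls; potency means the concentration at half of the fitted maximal effect; plate controls were basal vehicle for no effect and high inhibitor control for full effect; nearly all actives have a fitted effect of over 50% in size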
#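 Lithium-sensitised IP1 accumulation assay; M1-expressing CHO cells treated 30 min at 37C with compound. Competitive antibody detection by time-resolved FRET followed a 10 min room-temperature lysis step.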
# CBFb-RUNX1 inh – inhibitors of human CBF-beta and RUNX1 interaction; AlphaScreen CBFb-His/RUNX1-biotin binding, biochemical; Potency, µM (series often up to 59.8 µM), inactives show at the top dose activity, negative = inhibition, hits mostly inhibitors; 230,000 tested, under 10 active; further: % of control where 0% means no effect
# Target sequence (Q01196 whole entry, looked up): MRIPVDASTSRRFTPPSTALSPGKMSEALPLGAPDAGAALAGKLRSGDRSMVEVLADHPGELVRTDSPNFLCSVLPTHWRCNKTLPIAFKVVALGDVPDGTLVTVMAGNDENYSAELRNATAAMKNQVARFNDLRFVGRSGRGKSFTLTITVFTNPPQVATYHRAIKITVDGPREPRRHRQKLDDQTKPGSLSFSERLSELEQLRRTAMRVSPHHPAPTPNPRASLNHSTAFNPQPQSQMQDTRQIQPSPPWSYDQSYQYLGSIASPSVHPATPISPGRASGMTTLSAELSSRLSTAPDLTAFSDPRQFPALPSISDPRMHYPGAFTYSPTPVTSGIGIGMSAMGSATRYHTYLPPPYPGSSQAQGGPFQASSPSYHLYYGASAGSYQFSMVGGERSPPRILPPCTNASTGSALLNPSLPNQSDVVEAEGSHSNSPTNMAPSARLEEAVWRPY
# Target sequence (Q13951 whole entry, looked up): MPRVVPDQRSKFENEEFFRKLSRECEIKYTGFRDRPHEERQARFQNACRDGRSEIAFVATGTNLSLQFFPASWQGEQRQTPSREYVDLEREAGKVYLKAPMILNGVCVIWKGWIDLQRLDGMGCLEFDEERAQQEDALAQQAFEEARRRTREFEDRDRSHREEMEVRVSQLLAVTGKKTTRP
#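 Interaction loss through any mechanism counts as activity. Pre-formed complex of His-CBF-beta and biotin-RUNX1 (30 nM apiece) is incubated with compound 15 min, then with 50 ng nickel and 50 ng streptavidin beads for 90 min before AlphaScreen detection.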
# * = called active by the depositor; u = inconclusive; x = not tested or not shown; & = joins results of further samples; [ ] = another dose, or the depositor's remark. The call rests on the fitted dose curve; in most records, active means well fitted curve in the direction sought with a large enough effect; inconclusive means small, poorly fitted or top-dose-only effect, or another doubt; inactive means no such curve, though single readings can be large; an effect the other way counts as inactive or inconclusive. Only part of the results is shown (hit frequency here may not be typical).
SMILES,NPSR antagonist,L3MBTL1 inh,HttQ103 aggreg,KinaseGlo FLuc,Epigenetic reg,IMPase Li cell,CBFb-RUNX1 inh
CC1=CC(C)C2(CO)COC(c3ccccc3O)C1C2C (stereo unspecified),-12%[46.1 µM],x,u,20%,2.0%,19%[38.3 µM],-1%
O=C(CCn1c(=S)oc2ccccc21)N1CCN(c2ccc(F)cc2)CC1,-2%,x,15%[9.22 µM],x,1.1%,x,8%
O=C(O)CCCN1C(=O)/C(=C/c2ccncc2)SC1=S,-9%,3%,5%[9.22 µM],x,-1.7%,x,-3%
COc1ccc(C)cc1NC(=S)NNC(=O)c1c(Br)cnn1C,-20%,-13%,u,2%,-0.6%,-7%,-8%
Cc1cccc(N2C(=O)CC(c3ccc(F)cc3)C3=C2COC3=O)c1 (stereo unspecified),-6%,-3%,13%,1%,-0.1%&1.4%,2%,14%
CCOC(=O)N1CCN(C(=O)N2CCOCC2)CC1,1%[46.1 µM],x,-9%,5%,2.0%,22%[38.3 µM],-3%
O=C(NCCN1C(=O)S/C(=C\c2ccc(Cl)c(Cl)c2)C1=O)c1cnccn1,2%[46.1 µM],-10%,u,x,-0.9%,x,-4%
CCn1cc(CNc2nc3nonc3nc2N2CCCCC2)cn1,21%,6%,14%[9.22 µM],-3%,2.8%,-1%,5%
Cc1nn(CCC(=O)NNC(=S)Nc2ccc(Cl)cc2)c(C)c1[N+](=O)[O-],-17%,15%[11.4 µM],-14%,5%,0.0%,9%,0%
CC(C)(C)NC(=O)Nc1cccc(Cl)c1Cl,-21%,4%,-25%[9.22 µM],x,-1.2%,-15%,2%
COc1ccc(/C=C/C(=O)c2c(O)cc(C)oc2=O)c(OC)c1,-20%[46.1 µM],-7%,10%,u,3.1%,5%[38.3 µM],-13%
CCOc1ccc(-n2c(=S)sc3c(=O)[nH]c(SCC(=O)NCC4CCCO4)nc32)cc1 (stereo unspecified),5%,10%,10%,5%,1.9%,-4%,-4%
CC(=O)Nc1ccc(N(C(=O)c2ccco2)C(C(=O)NC2CCCC2)c2cccs2)cc1 (stereo unspecified),13%,12%,-10%,0%,-1.0%,-9%,14%
Cc1cc(=O)oc(C)c1C(=O)Nc1ccc(F)cc1,2%[7.67 µM],16%,-25%[9.22 µM],x,-1.4%,x,6%
O=C(Cn1cnc2ccccc2c1=O)N1CCN(Cc2ccccc2)CC1,-7%[46.1 µM],1%,6%,0%,-1.0%,7%[38.3 µM],3%
CCN(CC)S(=O)(=O)c1cccc(C(=O)NC(C(=O)NC2=NCCS2)C(C)C)c1 (stereo unspecified),-15%[46.1 µM],1%,-12%,13%,0.8%,-14%[38.3 µM],-3%
CC(C)CCNC(=O)c1csc2c1CCCCC2,-13%,x,-12%,0%,5.3%,1%,7%
CCOC(=O)C1(CC2CCCCO2)CCN(Cc2nc(C(C)C)cs2)CC1 (stereo unspecified),-10%,8%,5%[9.22 µM],-1%,2.2%,2%,5%
COc1cc2c(=O)n(Cc3ccccc3)c(=O)n(CC(=O)NCc3ccco3)c2cc1OC,-2%[46.1 µM],7%,3%,-1%,-14%,12%[38.3 µM],16%
Cc1ccccc1NS(=O)(=O)c1cc(OCC(N)=O)c(C)cc1Cl,-9%,-1%,1%,3%,-1.5%,6%,14%
O=[N+]([O-])c1cccnc1N1CCOCC1,-10%[46.1 µM],-4%,3%,-2%,-0.8%,3%[38.3 µM],7%
CCOC(=O)c1oc2ccc(S(=O)(=O)n3nc(-c4ccc(OC)cc4)cc3N)cc2c1C,6%,33%,3%,2%,-1.0%,2%,-3%
CCCC(=O)Nc1nnc(-c2cccc(OCC)c2)s1,-12%[46.1 µM],6%,16%,-2%,2.0%,-4%[38.3 µM],2%
O=C(CCCn1c(=O)c2sccc2n(CC(=O)OCc2ccccc2)c1=O)NCc1ccco1,-14%[46.1 µM],-1%,22%,-3%,-0.2%,-16%[38.3 µM],-7%
O=C(CS(=O)(=O)c1cn(Cc2ccc(F)cc2)c2ccccc12)N1CCCCC1,-15%[46.1 µM],1%,-16%,2%,-0.8%,8%,-1%
O=C(Cn1c(CSc2ccccc2)nc2ccccc21)Nc1ccccc1,u,-6%,-3%,-1%,1.1%,13%[38.3 µM],0%
COc1ccc(-c2ccn(-c3cccc(F)n3)n2)cc1,-21%,x,7%,-7%,1.5%,10%,8%
CCn1ccnc1C(O)c1ccc(N(C)C)cc1 (stereo unspecified),-8%[46.1 µM],0%,2%,0%,-1.1%,-4%[38.3 µM],0%
N#CC1=C(N)N(c2ccccc2)C2=C(C(=O)CCC2)C1c1cccs1 (stereo unspecified),-22%[46.1 µM],-3%,-7%,1%,0.0%,9%[38.3 µM],-18%
CC(=O)Nc1nc(SCc2cccc3ccccc23)n[nH]1,-8%[46.1 µM],5%,-4%,-3%,0.0%,4%,9%

# Profiles from above.
# Listed for O=C(CS(=O)(=O)c1cn(Cc2ccc(F)cc2)c2ccccc12)N1CCCCC1 = NPSR antagonist = -15%[46.1 µM]; L3MBTL1 inh = 1%; HttQ103 aggreg = -16%; KinaseGlo FLuc = 2%; Epigenetic reg = -0.8%; IMPase Li cell = 8%; CBFb-RUNX1 inh = -1%
# Listed for CCOC(=O)c1oc2ccc(S(=O)(=O)n3nc(-c4ccc(OC)cc4)cc3N)cc2c1C = NPSR antagonist = 6%; L3MBTL1 inh = 33%; HttQ103 aggreg = 3%; KinaseGlo FLuc = 2%; Epigenetic reg = -1.0%; IMPase Li cell = 2%; CBFb-RUNX1 inh = -3%

# Next records follow:
SMILES,NPSR antagonist,L3MBTL1 inh,HttQ103 aggreg,KinaseGlo FLuc,Epigenetic reg,IMPase Li cell,CBFb-RUNX1 inh
Cc1ccc(S(=O)(=O)NCc2ccco2)cc1C(N)=O,9%,3%,5%,-3%,1.1%,1%,4%
CCN1CCN(CC(=O)N2N=C(c3cccs3)CC2c2ccc(C)cc2)C(=O)C1=O (stereo unspecified),-12%,8%,21%,0%,1.1%,5%,2%
CN(CC#CCC(c1ccccc1)c1ccccc1)C(C)(C)C,-11%[46.1 µM],-10%,-4%,6%,0.0%,26%[38.3 µM],2%
CC(=O)NC(C(=O)OCC(=O)N(c1ccccc1)c1ccccc1)C(C)C (stereo unspecified),8%,x,18%[9.22 µM],x,-1.0%,x,6%
CCCc1nc2oc3cc(OC)ccc3c(=O)c2c(=O)n1CCc1ccccc1,-55%,0%,2%[9.22 µM],x,2.4%,x,4%
CCOc1ccc(N2C(=O)CC(NCCc3ccncc3)C2=O)cc1 (stereo unspecified),4%[46.1 µM],4%,-2%,-6%,0.8%,-7%[38.3 µM],3%
CCn1c(-c2ccco2)nc2ccccc21,0%[46.1 µM],-3%,3%,-15%,0.9%,3%[38.3 µM],1%
Cc1ccc(-n2nnnc2/C=C\Nc2cc(C)on2)cc1,-4%,5%,18%,-1%,-3.0%,-2%,11%
O=C1NCC2=C1C(c1ccccc1)Nc1ccccc1N2 (stereo unspecified),-9%[46.1 µM],x,-24%,1%,-2.5%,22%[38.3 µM],-33%
CC(C)(C)NC(=O)COc1ccc(CNCc2cccs2)cc1,-1%[46.1 µM],6%,0%,7%,-1.1%,24%[38.3 µM],4%
O=C(CCC1CCCN(C(=O)c2ccc3c(c2)OCO3)C1)NCc1ccc(F)c(F)c1 (stereo unspecified),16%,14%,-11%[9.22 µM],-4%,-2.8%,6%,8%
CC(C)(C)C(=O)NC(C(N)=O)=C(Cl)Cl,-4%[46.1 µM],x,16%,2%,0.0%,-3%[38.3 µM],2%
CCOc1ccc(N=C2NC(=O)S/C2=C\c2ccc(Cl)cc2)cc1,5%[46.1 µM],9%,14%,-2%,1.0%,2%[38.3 µM],3%
O=C(Nc1nn[nH]n1)c1cccc([N+](=O)[O-])c1,8%,5%,6%,1%,1.0%,-2%,-24%
CCOC(=O)CNC(=O)CSc1nc(C)cc(C)c1C#N,12%[46.1 µM],2%,0%,2%,0.8%,7%[38.3 µM],0%
COC(=O)c1nc(-n2nc(C)cc2C)ccc1Cl,15%[46.1 µM],x,20%,-1%,0.0%,-10%[38.3 µM],10%
O=C(NCCNC(=O)c1ccc([N+](=O)[O-])cc1)c1ccncc1,15%,x,-4%,-1%,1.8%,0%,-5%
CCC(=O)Nc1ccccc1C(=O)N1CCCC1,3%[46.1 µM],x,5%,-3%,5.3%,5%[38.3 µM],16%
O=C(CN1C(=O)CSCC1=O)Nc1ccc2c(c1)OCO2,17%,-13%,3%,-1%,-1.1%,-9%,-2%
O=C(Nc1c(F)cc(F)cc1Br)c1cc(S(=O)(=O)N2CCN(c3ccccn3)CC2)ccc1F,-30%,-1%,-20%,1%,-1.1%,22%,-1%
CCCCN1C(=O)CC(N2CCOCC2)C1=O (stereo unspecified),-3%[46.1 µM],x,6%,-1%,-0.7%,14%[38.3 µM],-1%
N#CCCN(Cc1cccnc1)C(=S)NC(=O)c1ccco1,9%,-17%,3%,4%,-3.8%,11%,-1%
Cc1ccc(CNc2ccc(N3CCOCC3)c(C(=O)O)c2)s1,3%[46.1 µM],x,-7%,23%,-1.0%,38%[activator][38.3 µM],3%
CCSc1n[nH]c(=O)[nH]c1=O,10%[46.1 µM],3%,-3%,1%,1.5%,2%[38.3 µM],-6%
N/C(=N\OC(=O)CCN1C(=O)c2ccccc2C1=O)c1ccccn1,11%,11%,31%,-2%,-1.2%,-1%,-9%
O=C(CCCCCNc1nc(=S)[nH]c2ccccc12)NCCc1ccccc1,0%,1%,8%,-3%,1.0%,1%,0%
Fc1ccc(CSc2nnc(-c3cccnc3)n2Cc2ccco2)cc1,-7%[46.1 µM],5%,4%,-1%,-0.7%,-6%[38.3 µM],-1%
CCN1CCN(CC(=O)Nc2cc(C)c(C)cc2[N+](=O)[O-])CC1,20%,20%,3%,0%,-1.0%,6%,3%
CCCn1c(N)c(N(CCOC)C(=O)/C=C/c2ccc(C(=O)OC)cc2)c(=O)[nH]c1=O,2%,-13%,5%,1%,u,14%,6%
CCC(C)(C)n1nnnc1C(CC(C)C)N1CCC(C(N)=O)CC1 (stereo unspecified),-13%[46.1 µM],13%,6%,0%,-0.7%,-7%[38.3 µM],2%
OC(COc1ccc(Br)cc1)CN1CCOCC1 (stereo unspecified),12%[46.1 µM],4%,9%,1%,0.0%,-2%[38.3 µM],6%
CCn1c(SCC(=O)N/N=C/c2ccc(C)s2)nc2ccccc21,1%,3%,13%,0%,1.0%,6%,-3%

# 2 neighbouring entries from above, quoted:
SMILES,NPSR antagonist,L3MBTL1 inh,HttQ103 aggreg,KinaseGlo FLuc,Epigenetic reg,IMPase Li cell,CBFb-RUNX1 inh
OC(COc1ccc(Br)cc1)CN1CCOCC1 (stereo unspecified),12%[46.1 µM],4%,9%,1%,0.0%,-2%[38.3 µM],6%
CCn1c(SCC(=O)N/N=C/c2ccc(C)s2)nc2ccccc21,1%,3%,13%,0%,1.0%,6%,-3%
